Bioassay records: PubChem BioAssay, several laboratories
NR2E3 ag-1 = activates human photoreceptor nuclear receptor NR2E3; Q9Y5X4; GST-NR2E3/biotin-RetCOR TR-FRET, 1536-well; inhibition of corepressor binding, % at 4.78 µM; 0.12% of 320,000 active; AID 2300;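 active = percent inhibition above the cutoff of mean plus 3 SD of all tested compounds, set per screening campaign, cut at about 20% in these data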;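 also: 0% = DMSO wells and 100% = biotin wells as full block of FRET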
Target sequence (Q9Y5X4 whole entry, looked up): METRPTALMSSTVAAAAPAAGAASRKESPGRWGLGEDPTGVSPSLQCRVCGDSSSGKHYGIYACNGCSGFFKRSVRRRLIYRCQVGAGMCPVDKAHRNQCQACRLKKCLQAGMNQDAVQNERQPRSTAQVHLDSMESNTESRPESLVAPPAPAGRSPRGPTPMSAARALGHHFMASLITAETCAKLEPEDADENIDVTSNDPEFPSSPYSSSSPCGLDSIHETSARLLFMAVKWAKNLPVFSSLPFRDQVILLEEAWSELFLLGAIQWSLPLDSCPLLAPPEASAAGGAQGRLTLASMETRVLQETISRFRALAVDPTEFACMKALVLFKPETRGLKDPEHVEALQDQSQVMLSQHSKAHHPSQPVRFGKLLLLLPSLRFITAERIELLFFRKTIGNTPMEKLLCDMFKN
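Material: NR2E3–RetCOR corepressor complex | Quantity: 1.35 nM GST-tagged NR2E3 final | Schedule: 5 h at 4 °C | Replication: Singlicate compound wells | Reagent: RetCOR corepressor, biotinylated, 7 nM | Controls: Biotin wells as high control, 0.6% DMSO wells as low control | Signal: TR-FRET, Eu(K)-anti-GST donor, streptavidin-D2 acceptor, ex 340, em 617/671 nm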
TWEAK Fn14 block = inhibitors of TWEAK-Fn14 interaction signaling. TWEAK-stimulated Fn14 reporter cells, luciferase luminescence, 8 h. inhibition, % at 10 µM. 2% of 360,000 active. AID 1159606; in the data active = inhibition above about 50%
Shn3 3UTR inh = inhibitors of Schnurri-3 3'UTR reporter in osteoblasts | Clone20 osteoblast Shn3 3'UTR firefly luciferase, 24 h | inhibition, % at 12.5 µM | 0.52% of 360,000 active | AID 588674;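 active = mean inhibition of at least 75% with every replicate also reaching 75%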;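 also: 0% = median of neutral control wells and 100% = pilot-screen positive control compound; some compounds past the cut are filed as inactive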
MITF TRPM1 inh = reduces MITF-dependent TRPM1 promoter luciferase signal. SK-MEL-5 TRPM1 promoter luciferase, 24 h. inhibition, % at 12.5 µM. 0.83% of 330,000 active. AID 488899;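 active = mean inhibition across replicates of 60% or more, whatever share of single replicates reaches that level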; also: values of inactives mirror those of a sister screen read the other way
KKLEB cytotox = reduces viability of KKLEB cystic fibrosis airway cells; KKLEB CF airway cells viability, ATPlite luminescence, overnight; stronger effect = lower value; cells stimulated with P. aeruginosa culture filtrate; activity change (cytotoxicity), % at 5 µM; 0.36% of 360,000 active;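 active = corrected activity change at or below -50% at 5 µM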
HIF-2a inh = inhibitors of HIF-2a | 786-0 RCC cells HIF-2a reporter, luciferase luminescence, overnight | inhibition, % at 18.8 µM | 0.72% of 360,000 active;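 active = inhibition of the luminescence signal of 40% or more relative to plate controls, in a single-dose primary screen at 18.75 µM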
NR2E3 ag-2 = human photoreceptor-specific nuclear receptor agonism | Q9Y5X4 | 0.35% of 360,000 active | inhibition of corepressor binding, % at 3.98 µM | CHO-S Gal4-NCOR/VP16-NR2E3 two-hybrid, luciferase | AID 602229;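 active = inhibition above the mean of all tested compounds plus 3 SD, cut at about 70% in these data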;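 also: 0% = DMSO with NR2E3 transfected cells and 100% = cells lacking NR2E3 construct; higher means lower luciferase signal from less NR2E3 corepressor binding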
CF NFkB inh = inhibitors of cystic fibrosis induced NF-kB | KKLEB NF-kB-GFP reporter, PAF-induced, GFP fluorescence overnight | inhibition, % at 5 µM | 0.86% of 360,000 active;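 active = at least 50% inhibition at 5 µM, scaled per plate between neutral and stimulator controls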;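 also: PAF is a Pseudomonas aeruginosa culture filtrate used as stimulus; plate controls were PAF-stimulated DMSO wells for no effect and unstimulated DMSO wells for full effect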
TRAIL sens C8 = sensitizes caspase-8 expressing cells to TRAIL; NB7+C8 cells + TRAIL, ATPlite viability luminescence; inhibition (viability loss, TRAIL sensitization), % at 10 µM; 1% of 360,000 active; AID 624354;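 active = compounds causing at least 50% loss of cell viability in the single-dose screen, relative to plate controls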
Peg3 promoter = inhibitors of Peg3 promoter | HeLa PEG-Prom luciferase reporter, luminescence, overnight | inhibition, % at 20 µM | 1.7% of 360,000 active | AID 588405;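 active = inhibition of at least 50% at 20 µM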
TROY signal inh = inhibitors of TROY-dependent NF-kB signaling; 0.98% of 360,000 active; inhibition, % at 10 µM; AID 1347056; Q293 LMP1-TROYcd NF-kB luciferase reporter, 4 h;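 active = compounds whose plate-normalised and pattern-corrected inhibition of the luciferase reporter signal at the single screening dose is 50% or more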
* hit, by the source's call; . = not tested or not shown. An excerpt (hit frequency here may not be typical).

#1 CCOc1ccc(NC(=O)/C(C#N)=C/c2ccc(N3CCCC3)c(C)c2)cc1
#2 CC(Nc1cc(=O)n(C)c(=O)[nH]1)c1ccccc1 (stereo not drawn)
#3 N#Cc1c(SC(C(=O)O)c2ccccc2)nc2c(c1-c1cccs1)CCCC2 (stereo not drawn)
#4 Cc1ccnc(NC(=O)c2cccc(S(=O)(=O)N3CCCC3)c2)c1
#5 COc1ccc(C(=O)c2ccc(OC)c(Br)c2)cc1Br
#6 O=C(NC1CCN(Cc2ccccc2)CC1)C12CC3CC(CC(C3)C1)C2
#7 COc1ccccc1C(=O)Nc1nnc(-c2ccco2)s1
#8 O=C(Nc1nnc([C@H]2C[C@H](O)[C@@H](CO)O2)s1)Nc1ccc(F)cc1F

Screen / compound no.	1	2	3	4	5	6	7	8
NR2E3 ag-1	-3	-1	16	1	1	-1	7	.
TWEAK Fn14 block	-41	-6	18	2	2	7	29	-8
Shn3 3UTR inh	15	-10	20	-13	5	-9	-48	-15
MITF TRPM1 inh	2	15	8	-3	4	2	-55	.
KKLEB cytotox	14	2	9	20	-2	-8	3	-7
HIF-2a inh	14	12	17	-54	-3	4	-150	-13
NR2E3 ag-2	-17	0	-25	1	-6	0	-133	-28
CF NFkB inh	-14	-2	8	10	17	11	-29	12
TRAIL sens C8	4	5	-7	15	-3	-6	26	10
Peg3 promoter	36	6	25	-40	11	8	-195	-2
TROY signal inh	13	3	36	8	21	15	-50	-44

Profiles, quoted from the list.
COc1ccccc1C(=O)Nc1nnc(-c2ccco2)s1 in the list: NR2E3 ag-1: 7; TWEAK Fn14 block: 29; Shn3 3UTR inh: -48; MITF TRPM1 inh: -55; KKLEB cytotox: 3; HIF-2a inh: -150; NR2E3 ag-2: -133; CF NFkB inh: -29; TRAIL sens C8: 26; Peg3 promoter: -195; TROY signal inh: -50
CCOc1ccc(NC(=O)/C(C#N)=C/c2ccc(N3CCCC3)c(C)c2)cc1 in the list: NR2E3 ag-1: -3; TWEAK Fn14 block: -41; Shn3 3UTR inh: 15; MITF TRPM1 inh: 2; KKLEB cytotox: 14; HIF-2a inh: 14; NR2E3 ag-2: -17; CF NFkB inh: -14; TRAIL sens C8: 4; Peg3 promoter: 36; TROY signal inh: 13
O=C(Nc1nnc([C@H]2C[C@H](O)[C@@H](CO)O2)s1)Nc1ccc(F)cc1F in the list: NR2E3 ag-1: .; TWEAK Fn14 block: -8; Shn3 3UTR inh: -15; MITF TRPM1 inh: .; KKLEB cytotox: -7; HIF-2a inh: -13; NR2E3 ag-2: -28; CF NFkB inh: 12; TRAIL sens C8: 10; Peg3 promoter: -2; TROY signal inh: -44

The list goes on:
#9 O=C(N/N=C/c1sc(=O)n(Cc2ccc(Br)cc2)c1Cl)c1ccco1
#10 Cc1cc(=O)[nH]c(NCCO)n1
#11 COc1ccc(-n2ncc3c(SCC(=O)NNC(C)=O)ncnc32)cc1
#12 O=C(COc1ccccc1)NC1CCSc2ccccc21 (stereo not drawn)
#13 O=C(NNc1ccccc1Br)C(O)(c1cccc(C(F)(F)F)c1)c1cccc(C(F)(F)F)c1
#14 CC(C)(C)NC(=O)CN(Cc1cccs1)C(=O)c1csnn1
#15 Cc1ccc2[nH]c(C(=O)N3CCC(C(N)=O)CC3)cc2c1
#16 CCCNc1ccc(C(=O)OCC)cc1[N+](=O)[O-]

Screen / compound no.	9	10	11	12	13	14	15	16
NR2E3 ag-1	-1	-2	0	0	-1	3	1	5
TWEAK Fn14 block	26	-1	15	-14	73*	-7	0	-16
Shn3 3UTR inh	76	-8	-32	-2	54	-6	-3	-65
MITF TRPM1 inh	38	-4	-5	-10	19	-3	-9	-73
KKLEB cytotox	-75*	-5	-6	-9	-47	-6	-5	4
HIF-2a inh	34	11	-150	-48	24	5	-14	-279
NR2E3 ag-2	-54	-9	-40	-13	-11	-4	-88	-47
CF NFkB inh	64*	14	-7	-8	57*	-5	6	9
TRAIL sens C8	21	-1	1	-5	24	-10	-8	4
Peg3 promoter	84*	0	-196	-47	54*	-1	-16	-336
TROY signal inh	-3	-1	-15	-11	57*	-3	-22	-29

Values in list order from the entries so far.
Nos. 9–16 in Peg3 promoter: 84*, 0, -196, -47, 54*, -1, -16, -336
Nos. 9–16 in MITF TRPM1 inh: 38, -4, -5, -10, 19, -3, -9, -73

(continued)
#17 O=C(CSc1ncn[nH]1)N/N=C/c1ccc(C(F)(F)F)cc1
#18 COc1ccc(CNC(=O)C(C)Sc2ccc(S(=O)(=O)N3CCOCC3)cn2)cc1 (stereo not drawn)
#19 CC(C)(C)N=C1SCC(C)(/C=N/O)S1 (stereo not drawn)
#20 CCOc1ccc(-c2nc(C#N)c(NC3CC3)o2)cc1
#21 CSc1sc(C)cc1/C=N/O
#22 CCc1ccccc1NC(=O)CC1CS(=O)(=O)CC1CC(=O)Nc1ccccc1CC (stereo not drawn)
#23 COc1ccc(Br)cc1C(=O)Nc1ccc(O)cc1
#24 CCOc1ccc(N(Cc2ccccc2F)C2=NC3CS(=O)(=O)CC3S2)cc1 (stereo not drawn)

Screen / compound no.	17	18	19	20	21	22	23	24
NR2E3 ag-1	-2	.	0	-1	1	0	-1	4
TWEAK Fn14 block	0	0	-13	-10	7	-4	-15	17
Shn3 3UTR inh	4	-8	-17	-22	5	17	-12	-26
MITF TRPM1 inh	-8	2	-1	-46	-3	9	11	-1
KKLEB cytotox	-9	-1	-10	7	0	2	-5	14
HIF-2a inh	-1	-9	17	-163	11	16	-45	6
NR2E3 ag-2	14	-5	-13	-28	-31	-11	1	-40
CF NFkB inh	1	8	-4	5	-4	-4	13	0
TRAIL sens C8	3	-3	-18	-13	-7	-1	-1	11
Peg3 promoter	0	0	10	-235	-5	10	-33	2
TROY signal inh	-24	-1	1	-3	11	-17	-35	4

Single values from the list.
KKLEB cytotox with cpd 22 : 2
MITF TRPM1 inh with cpd 23 : 11
TRAIL sens C8 with cpd 17 : 3
TRAIL sens C8 with cpd 19 : -18
TRAIL sens C8 with cpd 21 : -7

(next part)
#25 Cc1cccc(CCN2C(Nc3ccccc3)=NC[C@@H]2C)c1
#26 COC(=O)c1ccc(OCc2nc(N)nc(N3CCOCC3)n2)cc1
#27 Cc1nnc(N(Cc2ccco2)C(=O)c2cccc(C#N)c2)s1
#28 O=C(CSc1nnc(C2CC2)n1C1CC1)c1ccccc1F
#29 C=CCOC(=O)CCCCCCCC
#30 CC(C)NC(=O)Cn1c(SCC(=O)N2CCCc3ccccc32)nc2ccccc21
#31 COc1ccc(-n2nc(C(=O)NCC(=O)N3CCCC(C)C3)c3ccccc3c2=O)cc1 (stereo not drawn)
#32 Cc1cc2occ(CC(=O)N(C)CC(=O)Nc3ccc(F)cc3)c2cc1C

Screen / compound no.	25	26	27	28	29	30	31	32
NR2E3 ag-1	-3	3	-3	-1	1	1	7	0
TWEAK Fn14 block	4	-13	-5	-14	-16	13	-4	-10
Shn3 3UTR inh	-6	-3	3	-9	1	15	-50	1
MITF TRPM1 inh	-9	-1	-7	-9	-2	0	-67	-14
KKLEB cytotox	3	2	-5	13	13	22	2	-2
HIF-2a inh	15	6	2	-88	9	13	-115	11
NR2E3 ag-2	9	7	-7	-20	-6	-7	-29	-1
CF NFkB inh	-3	8	5	-13	-7	-10	-5	1
TRAIL sens C8	-1	-4	0	-12	-11	6	25	-11
Peg3 promoter	-11	-8	-1	-39	-4	16	-108	3
TROY signal inh	-6	-9	-10	-28	-14	8	-47	-1

#33 COc1ccc(/C=N/Nc2ncnc(Cl)c2N)cc1OC
#34 Cc1cc(C)cc(NC(=S)Nc2cccc3ccccc23)c1
#35 Cc1ccccc1NS(=O)(=O)c1ccc(C(=O)NCC2CCCO2)cc1 (stereo not drawn)
#36 COC(=O)c1oc2nc(C)cc(C)c2c1N
#37 O=c1nc2ccccn2c2ccc(S(=O)(=O)N3CCCCC3)cc12
#38 NC(=O)NC(c1ccccc1)c1ccccc1F (stereo not drawn)
#39 Cc1[nH][nH]c(=O)c1C=NCc1cccc(C(F)(F)F)c1
#40 COc1ccc(CNC(=O)C2CC(=O)N(C3CCCCC3)C2)cc1 (stereo not drawn)

Screen / compound no.	33	34	35	36	37	38	39	40
NR2E3 ag-1	1	1	-3	1	-3	0	0	1
TWEAK Fn14 block	2	-1	2	-9	2	10	0	1
Shn3 3UTR inh	-17	1	-4	-2	4	-8	-12	5
MITF TRPM1 inh	-33	17	7	5	7	-2	17	-5
KKLEB cytotox	-5	2	1	2	-5	6	-13	5
HIF-2a inh	-35	-33	14	11	11	4	1	17
NR2E3 ag-2	-19	-60	-6	-12	9	-7	-27	12
CF NFkB inh	-5	16	-1	-26	-1	-6	-2	-5
TRAIL sens C8	-12	-22	-13	-17	6	12	1	-12
Peg3 promoter	-45	8	-4	8	5	9	3	2
TROY signal inh	1	33	-18	-2	15	10	1	-8

#41 Cc1cc(C)c(S(C)(=O)=O)c(Oc2ccc(C(C)(C)C)cc2)n1
#42 CC[C@]12c3[nH]c4ccc(Cl)cc4c3CCN1C(=O)[C@@H](CC(=O)NCC13CC4CC(CC(C4)C1)C3)C[C@@H]2C(=O)N1CCN(C(=O)C2CC2)CC1
#43 CCc1cccc2c(=O)c(C(=O)N3CCCCCC3)c[nH]c12
#44 Nc1nc(Sc2c([N+](=O)[O-])cc(C(F)(F)F)cc2[N+](=O)[O-])n[nH]1
#45 COc1ccc(C(CNC(=O)CNC(=O)c2cc(OC)c(OC)c(OC)c2)N2CCOCC2)cc1 (stereo not drawn)
#46 CCC(Cc1ccccc1)NC(=O)CN1C(=O)CSc2ncccc21 (stereo not drawn)
#47 CC(C)C(=O)Nc1cccc(NC(=S)NC(=O)c2cccs2)c1
#48 O=C(COc1ccc(Cl)cc1)Nc1ccc2oc(=O)ccc2c1
#49 CC(=O)Nc1nc(C)c(-c2nc3ccc([N+](=O)[O-])cc3[nH]2)s1
#50 CC1(c2ccccc2)NC(=O)N(CC(=O)NC(=O)NC2CCCC2)C1=O (stereo not drawn)

Screen / compound no.	41	42	43	44	45	46	47	48	49	50
NR2E3 ag-1	-2	.	0	1	.	2	-1	6	4	4
TWEAK Fn14 block	4	44	1	4	0	-5	-7	-19	-27	-7
Shn3 3UTR inh	15	66	3	60	8	20	-56	-6	-12	9
MITF TRPM1 inh	9	27	-8	4	-2	1	-70	2	-13	9
KKLEB cytotox	-7	-2	8	4	13	2	2	-6	-18	-3
HIF-2a inh	18	-65	-14	18	20	6	-137	-14	-71	14
NR2E3 ag-2	-27	19	-2	-4	-5	23	-35	-36	-3	-13
CF NFkB inh	-9	13	-8	-19	5	-2	5	-17	-14	5
TRAIL sens C8	23	37	-6	5	-10	3	-16	-6	-10	-1
Peg3 promoter	15	56*	7	-2	9	1	-196	-7	-24	29
TROY signal inh	-10	38	-3	11	-15	-1	-35	-20	-9	-1
